Screening data as filed in PubChem.
Giardia killer: Small Molecules that selectively kill Giardia lamblia: qHTS. Giardia lamblia trophozoite viability. activity change, % at 7.66 µM, hits read low. 340,000 compounds, 0.15% hits. AID 540267, 2011; in the data active = activity change below about -80%; inconclusive = between about -30% and that limit;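 also: parasites exposed to compound for two days anaerobically before the ATP read; % is scaled to controls: 0 for no effect and ±100 for the full control effect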
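Giardia lamblia trophozoites (100 cells/well) were incubated with compounds for 48 h at 37 deg C under anaerobic conditions. Viability was read as ATP content by one-step luminescence after 15-30 min at room temperature.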
GALK inh: qHTS Assay for Inhibitors of Human Galactokinase (GALK) | P51570 | Purified GALK, Kinase-Glo residual ATP luminescence | Potency, µM (doses to about 57.5 µM), for inactives: top-dose activity change, negative = inhibition, usual class: inhibitors | 270,000 compounds, 0.007% hits | AID 1868, 2009; also: potency is read from the fitted curve at half-maximal effect; % is scaled to controls: 0 for no effect and ±100 for the full control effect
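ATP-depletion format; final 35 uM ATP, 100 uM D-galactose, 5 nM enzyme; pH 8.0 HEPES/Mg2+ buffer; 60 min RT; luminescence read 10 min after detection reagent.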
Chronic BCR inh: qHTS Assay to Find Inhibitors of Chronic Active B-Cell Receptor Signaling | ABC-DLBCL IkBa-CBG/CBR reporter, luminescence ratio, 4 h | Potency, µM (doses to about 46.1 µM), without a hit: top-dose ratio change, negative = lower green/red ratio, usual class: inhibitors | 340,000 compounds, 0.05% hits; active = well fitted inhibition curve with a large enough effect in the signal ratio, with a control signal flat, not every such curve was filed as active; inconclusive = small, poorly fitted or top-dose-only effect, or effect the other way, or a change in a side signal; the % refers to the signal ratio;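 also: potency is read from the fitted curve at half-maximal effect; plate controls were basal doxycycline-induced cells for no effect and cells given 10 µM MG132 for full effect; MG132 reads +100%, hits lower the ratio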
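TMD8 human ABC-DLBCL cells with doxycycline-inducible IκBα–green luciferase fusion and unfused red luciferase, in 0.5% FBS medium; compounds up to 46 uM, 4 h at 37C. Green/red luminescence ratio, filter-overlap corrected, fitted to concentration-response curves.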
PKM2 activator: qHTS Assay for Activators of Human Muscle isoform 2 Pyruvate Kinase; Pyruvate kinase PKM (Homo sapiens), P14618; purified PKM2, Kinase-Glo ATP luminescence, activation; response scale: 0% is enzyme alone, no compound; Potency, µM (highest dose often 57.5 µM), without a hit: at the highest dose activation, most hits filed as activators; 260,000 compounds, 0.34% hits; AID 1631, 2009; also: potency is read from the fitted curve at half-maximal effect; % is scaled to controls: 0 for no effect and ±100 for the full control effect; nearly all actives have a fitted effect of over 55% in size
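Purified hPK-M2 (>95% pure) converted ADP (0.1 mM final) to ATP with 0.5 mM PEP in 50 mM imidazole pH7.2, KCl, MgCl2, Tween 20, BSA; 1 h at room temperature. ATP detected by Kinase-Glo luminescence.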
Menin-MLL TR inh: qHTS Assay for Inhibitors Targeting the Menin-MLL Interaction in MLL Related Leukemias: Competition With Texas Red Labeled MLL-derived Mutant Peptide; Potency, µM (series often up to 61.6 µM), for the others: at the highest dose FP activity change, negative = inhibition, hits mostly inhibitors; 270,000 compounds, 0.23% hits; AID 1768, 2009; Menin + Texas Red MLL mutant peptide, fluorescence polarization; active = well fitted inhibition curve with a large enough effect in the polarisation, with a control signal flat, not every such curve was filed as active; inconclusive = small, poorly fitted or top-dose-only effect, or effect the other way, or a change in a side signal; inactive = no such curve, though single readings can be large or run the other way; the % refers to the polarisation; also: potency is read from the fitted curve at half-maximal effect; % of control where 0% means no effect; many of its hits are not listed in these tables
Target sequence (O00255 whole entry, looked up): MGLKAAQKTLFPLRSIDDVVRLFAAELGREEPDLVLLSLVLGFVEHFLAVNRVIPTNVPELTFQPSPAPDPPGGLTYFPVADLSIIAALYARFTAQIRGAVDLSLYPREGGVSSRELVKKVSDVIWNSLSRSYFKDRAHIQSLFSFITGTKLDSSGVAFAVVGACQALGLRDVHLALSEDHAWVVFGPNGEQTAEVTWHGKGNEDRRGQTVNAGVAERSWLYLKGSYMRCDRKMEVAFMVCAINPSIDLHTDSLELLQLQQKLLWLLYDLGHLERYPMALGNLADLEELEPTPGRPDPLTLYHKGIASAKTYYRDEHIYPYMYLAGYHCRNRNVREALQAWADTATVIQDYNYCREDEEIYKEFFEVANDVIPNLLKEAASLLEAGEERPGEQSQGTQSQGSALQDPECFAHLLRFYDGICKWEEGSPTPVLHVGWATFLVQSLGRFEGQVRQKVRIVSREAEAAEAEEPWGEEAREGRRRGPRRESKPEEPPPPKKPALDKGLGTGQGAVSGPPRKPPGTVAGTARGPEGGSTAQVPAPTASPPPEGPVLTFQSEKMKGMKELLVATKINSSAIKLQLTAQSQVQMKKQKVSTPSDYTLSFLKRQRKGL
TSG101-PTAP inh: qHTS Assay for Iinhibitors of HIV-1 Budding by Blocking the Interaction of PTAP/TSG101 | 340,000 tested, under 10 active | Fluorescence polarization, FITC-PTAP peptide / Tsg101 binding | Tumor susceptibility gene 101 protein (Homo sapiens), Q99816 | Potency, µM (top dose mostly 115 µM), inactives show at the top dose activity change, negative = inhibition, actives largely listed as inhibitors; active = well fitted inhibition curve with a large enough effect in the main read-out, with a control signal flat, not every such curve was filed as active; inconclusive = small, poorly fitted or top-dose-only effect, or effect the other way, or a change in a side signal; inactive = no such curve, though single readings can be large or run the other way; also: potency is read from the fitted curve at half-maximal effect; % of control where 0% means no effect
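Fluorescence polarization binding of Tsg101 binding domain (10 uM final) to FITC-labeled PTAP peptide (50 nM final) in HEPES pH 7.5 buffer with NaCl, Tween 20, EDTA, TCEP. Compounds added before peptide; binding 20 min at RT.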
FBPA coupling cs: qHTS Assay for Inhibitors of Fructose-1,6-bisphosphate Aldolase from Giardia Lamblia: Coupling assay counterscreen; 290,000 compounds, 0.67% hits; activity change, negative = inhibition, % at 58.2 µM, hits read low; coupling enzyme system counterscreen, AmpLite Red fluorescence; in the data active = activity change below about -30%; also: % is scaled to controls: 0 for no effect and ±100 for the full control effect
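Activity here indicates interference with the coupling reaction, not aldolase inhibition. Compounds at 57.5 uM final met coupling enzymes for 10 min at RT; substrate and AmpLite Red detection followed, with a 525/598 nm fluorescence read after 20 min.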
Integrin act MD: qHTS for Activators of Integrin-Mediated Alleviation for Muscular Dystrophy; alpha7betagal myoblasts, beta-gal FDG fluorescence, 48 h; Potency, µM (series often up to 38.3 µM), for the others: at the highest dose activation, most hits filed as activators; 350,000 compounds, 0.064% hits;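 also: potency is read from the fitted curve at half-maximal effect; 100% = response of the positive control SU9516; nearly all actives have a fitted effect of over 60% in size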
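Alpha7betagal+/- myoblasts (passage 13) were plated 16-24 hr, then exposed to compounds (1:260 dilution of DMSO stock) for 48 hours at 37C. After MPER lysis, β-galactosidase reporter activity was read as FDG fluorescence (ex 480/em 540) after 30 minutes.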
Tb PFK block: qHTS Assay to Find Inhibitors of T. brucei phosphofructokinase; ATP-dependent 6-phosphofructokinase (Trypanosoma brucei brucei), O15648; T. brucei PFK, ADP-Glo luminescence; Potency, µM (highest dose often 57.5 µM), for the others: at the highest dose activity, negative = inhibition, most hits filed as inhibitors; 330,000 compounds, 0.17% hits;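 also: potency is read from the fitted curve at half-maximal effect; 0% = uninhibited 1x PFK enzyme wells and -100% = no-enzyme wells; nearly all actives have a fitted effect of over 60% in size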
Target sequence (O15648 whole entry, looked up): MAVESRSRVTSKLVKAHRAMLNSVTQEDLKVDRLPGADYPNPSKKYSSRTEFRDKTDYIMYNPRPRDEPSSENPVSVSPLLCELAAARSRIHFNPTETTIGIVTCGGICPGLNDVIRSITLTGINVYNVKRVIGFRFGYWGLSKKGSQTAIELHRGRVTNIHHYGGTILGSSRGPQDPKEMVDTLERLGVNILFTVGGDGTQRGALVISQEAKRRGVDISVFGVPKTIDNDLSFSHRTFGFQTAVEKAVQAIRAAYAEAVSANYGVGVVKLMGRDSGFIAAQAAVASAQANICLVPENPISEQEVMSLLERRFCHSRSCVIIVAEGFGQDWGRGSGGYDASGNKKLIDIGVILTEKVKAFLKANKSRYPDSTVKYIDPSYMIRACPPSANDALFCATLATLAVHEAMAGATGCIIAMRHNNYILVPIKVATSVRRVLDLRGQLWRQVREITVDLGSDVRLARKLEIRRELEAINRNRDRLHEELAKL
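In TEA buffer at pH 8.0 with 5 mM MgCl2, enzyme (1.25 nM) converted F6P (0.5 mM) and ATP (0.1 mM) for 45 min at room temperature. ADP product was read by luciferase luminescence.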
B2AR arrestin: qHTS assay of beta-arrestin-biased ligands of beta2-adrenergic receptor | Potency, µM (titrated, usually from 46.1 µM), without a hit: top-dose activation, usual class: activators | 330,000 compounds, 0.02% hits | AID 492947, 2010 | Beta-2 adrenergic receptor (Homo sapiens), P07550 | beta-arrestin recruitment to beta2AR, cell-based reporter;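 also: potency is read from the fitted curve at half-maximal effect; 0% = DMSO controls and full agonism = EC100 isoproterenol or metaproterenol; nearly all actives have a fitted effect of over 65% in size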
ASM inhibitor: Inhibitors of Secretory Acid Sphingomyelinase (S-ASM): qHTS; Sphingomyelin phosphodiesterase (Homo sapiens), P17405; placental ASM, HMU-PC fluorogenic substrate, 60 min; Potency, µM (titrated, usually from 57.5 µM), for inactives: top-dose activity change, negative = inhibition, actives largely listed as inhibitors; 340,000 compounds, 0.006% hits; AID 504937, 2011; also: potency is read from the fitted curve at half-maximal effect
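Fluorogenic HMU-PC substrate (9 uM final) is turned over by placental ASM in 60 min at 37 C after a 10 min compound preincubation. Reaction ended by alkaline stop (pH 10), with fluorescence read at 386/447 nm.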
Starred values were filed as active, the others as inactive; ? = inconclusive; · = no result given; [ ] = dose if it differs, or a comment. Unless noted, calls follow the shape of the dose curve; as a rule, active = well fitted curve in the direction sought with a large enough effect; inconclusive = small, poorly fitted or top-dose-only effect, or another doubt; inactive = no such curve, though single readings can be large; an effect the other way counts as inactive or inconclusive.

SMILES	Giardia killer	GALK inh	Chronic BCR inh	PKM2 activator	Menin-MLL TR inh	TSG101-PTAP inh	FBPA coupling cs	Integrin act MD	Tb PFK block	B2AR arrestin	ASM inhibitor
Cc1nc2ccc(NC(=O)Cc3cccs3)cc2s1	-17	3%	10%	-1%	4%	-7%	-3	-22%	-1%	-1.1%	10%
CNC(=O)COc1ccc(S(=O)(=O)Nc2ccccc2)cc1	7	-3%	-5%	10µM*	-11%	-2%	2	-5%	23%	-0.5%	3%
Cc1cccc(N2CCN(C(=O)c3noc4c3COc3ccc(C)cc3-4)CC2C)c1 (centres undefined)	-5	·	?	8%	-23%	-4%	0	6%	-6%	-0.1%	2%
O=C(N/N=C/c1ccc[nH]1)c1sc2ccccc2c1Cl	7	-13%	?	10%	?	0%	-1	-26%	?	0.1%	-5%
O=C(CSc1ccccc1)NCc1ccco1	-9	-2%	?	9%	14%	0%	1	-29%	-11%	-0.8%	0%
CCN1CCN(C(=O)N(CC(=O)Nc2ccc(C(N)=O)cc2)S(=O)(=O)c2ccc(C)cc2)CC1	4	·	4%	·	·	-1%	·	7%	-1%	0.0%	·
COc1ccc(C(=O)OCC(=O)NCC2CCCCC2)cc1S(=O)(=O)N1CCCc2ccccc21	3	0%	-16%	-2%	2%	1%	8	-20%	-13%	-0.2%	-1%
CN1C(=O)N(c2nnc(C(C)(C)C)s2)C(=O)C1c1ccccc1 (centres undefined)	-8	1%	0%	10%	·	-4%	0	?	1%	0.5%	2%
CSc1nsc(SCC(=O)N2CCCCC2)n1	2	-3%	9%	-1%	8%	-3%	-2	2%	1%	0.2%	-1%
Cc1ccc(CN2CCN(CCCn3cccn3)CC2CCO)cc1 (centres undefined)	-16	2%	?	3%	-3%	1%	2	6%	-1%	0.3%	8%
COc1ccc(C(=O)NC(Cn2ccnc2)C(C)(C)C)cc1OC1CCN(C(C)C)CC1 (centres undefined)	-7	-6%	3%	1%	·	-1%	·	26%	6%	0.0%	·
Cc1nn(-c2ccc(C(=O)Nc3nnc(C4CC4)s3)cc2)c(C)c1Cl	-2	1%	7%	2%	0%	-1%	4	-11%	-1%	0.5%	-1%
COc1ccc(OC)c(NC(=O)Cc2cccs2)c1	-23	-4%	-2%	-1%[11.5 µM]	?	-2%	1	19%	?	2.5%	2%
CC(C)(C)C(=O)NC1CC2CCCC(C1)N2C(=O)Nc1ccccc1 (centres undefined)	10	-2%	9%	3%[11.5 µM]	1%	0%	0	-11%	3%	-0.3%	4%
N#Cc1c(-n2cccc2)cccc1-n1cccc1	9	2%	?	6%	12%	-8%	0	-2%	-2%	-0.2%	0%
Cc1sc2nc(CN3CCOCC3)nc(NCCc3ccccc3)c2c1C	-1	-1%	-4%	-2%	-4%	1%	-3	-6%	-1%	0.1%	2%
Cc1nc(SCC(=O)NCC2CCCO2)nc(C)c1C (centres undefined)	1	·	?	·	·	-3%	·	24%	-4%	0.0%	1%
O=C(Nc1cccc(F)c1)c1cccc(S(=O)(=O)N2CCOCC2)c1	4	-4%	-9%	-5%	21%	-5%	0	-12%	0%	0.0%	-1%
CCOC(=O)c1sc(=S)n(-c2ccc(F)c(F)c2)c1N	11	-2%	?	-7%	17%	-5%	0	0%	-18%	-0.3%	-2%
O=C(NC1CCC(O)CC1)c1ccc(-c2ccc([N+](=O)[O-])cc2)o1 (centres undefined)	?	-3%	7%	4%	·	-4%	2	3%	4%	0.2%	-7%

Sorted by SMILES length (rising): four of the compounds above.
SMILES	Giardia killer	GALK inh	Chronic BCR inh	PKM2 activator	Menin-MLL TR inh	TSG101-PTAP inh	FBPA coupling cs	Integrin act MD	Tb PFK block	B2AR arrestin	ASM inhibitor
Cc1nn(-c2ccc(C(=O)Nc3nnc(C4CC4)s3)cc2)c(C)c1Cl	-2	1%	7%	2%	0%	-1%	4	-11%	-1%	0.5%	-1%
O=C(NC1CCC(O)CC1)c1ccc(-c2ccc([N+](=O)[O-])cc2)o1 (centres undefined)	?	-3%	7%	4%	·	-4%	2	3%	4%	0.2%	-7%
COc1ccc(C(=O)NC(Cn2ccnc2)C(C)(C)C)cc1OC1CCN(C(C)C)CC1 (centres undefined)	-7	-6%	3%	1%	·	-1%	·	26%	6%	0.0%	·
COc1ccc(C(=O)OCC(=O)NCC2CCCCC2)cc1S(=O)(=O)N1CCCc2ccccc21	3	0%	-16%	-2%	2%	1%	8	-20%	-13%	-0.2%	-1%

Records listed so far shown as hits in PKM2 activator.
| smiles | GALK inh | Chronic BCR inh | PKM2 activator | Menin-MLL TR inh | TSG101-PTAP inh | Integrin act MD | Tb PFK block | B2AR arrestin | ASM inhibitor |
| --- | --- | --- | --- | --- | --- | --- | --- | --- | --- |
| CNC(=O)COc1ccc(S(=O)(=O)Nc2ccccc2)cc1 | -3% | -5% | 10µM* | -11% | -2% | -5% | 23% | -0.5% | 3% |

Next part
SMILES	Giardia killer	GALK inh	Chronic BCR inh	PKM2 activator	Menin-MLL TR inh	TSG101-PTAP inh	FBPA coupling cs	Integrin act MD	Tb PFK block	B2AR arrestin	ASM inhibitor
Cc1ccsc1/C=N\NC(=O)CCc1c(C)n[nH]c1C	27	-2%	-5%	4%	-3%	-1%	2	13%	3%	-0.3%	-3%
COc1ccc(C)cc1NC(=O)C(CCS(C)(=O)=O)NC(C)=O (centres undefined)	-18	0%	2%	-2%	-13%	-1%	2	0%	0%	-0.3%	-1%
COc1ccccc1OCC(=O)Nc1cccc(-c2nnc(-c3ccco3)o2)c1	-25	1%	5%	2%	5%	-1%	-1	?	-9%	0.3%	-3%
CCC(C(=O)NCCC(C)C)n1ccc2cc(S(=O)(=O)N3CCCCC3)ccc21 (centres undefined)	-16	-6%	?	·	19%	-2%	0	-43%	0%	0.1%	0%
CCOc1ccc(C(CC(=O)O)NC(=O)c2cccs2)cc1OC (centres undefined)	6	6%	-2%	-5%	8%	0%	2	28%	1%	-0.3%	-1%
Cc1cc2c(c(=O)o1)C1(C(=O)N(CC(=O)O)c3ccccc31)C(C#N)=C(N)O2 (centres undefined)	12	2%	4%	2%	-12%	-4%	-2	9%	0%	-0.3%	7%
Cc1ccc(N(CC(=O)O)S(=O)(=O)c2cccc3nonc23)cc1	-7	-1%	-1%	-1%	7%	1%	6	1%	5%	0.3%	0%
CCn1c(C(C)NC(=O)c2cccs2)nc2ccccc21 (centres undefined)	10	0%	10%	8%	10%	-4%	-1	12%	0%	-0.1%	5%
N#Cc1ccccc1S(=O)(=O)N1CCN(CC(O)c2ccccc2)CC1 (centres undefined)	5	2%	4%	28%	-29%	2%	3	-3%	-3%	0.0%	0%
CC(C)Oc1ccccc1NC(=O)CSc1nccn1C	-5	-3%	6%	·	-18%	-7%	1	-15%	-10%	-0.4%	4%
CCc1nnc(NC(=O)C2CCCN2C(=O)Nc2ccc(C)cc2)s1 (centres undefined)	-18	0%	11%	·	·	-1%	0	31%	1%	1.0%	2%
COc1ccc(C2=NCCn3nc4cc(OC)ccc4c32)cc1	-6	·	-11%	·	·	-3%	·	4%	-1%	-1.2%	6%
COc1ccc(CCNC2=CC(=O)CC(C)(C)C2)cc1	-15	8%	-13%	12%	·	-6%	1	-3%	-3%	-0.1%	-1%

Only part of the results is shown; the hit share may differ from the screen's.
